NCF1 inh = inhibitors of human p47phox binding; inhibition, % at 24.7 µM; p47phox/p22phox peptide binding, fluorescence polarization, 2 h; P14598; actives 0.53% (n = 220,000); AID 1274;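 active means inhibition above about 30%, limit read from the data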;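 further: 0% = p47phox with labelled peptide and 100% = labelled peptide alone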
Target sequence (P14598 whole entry, looked up): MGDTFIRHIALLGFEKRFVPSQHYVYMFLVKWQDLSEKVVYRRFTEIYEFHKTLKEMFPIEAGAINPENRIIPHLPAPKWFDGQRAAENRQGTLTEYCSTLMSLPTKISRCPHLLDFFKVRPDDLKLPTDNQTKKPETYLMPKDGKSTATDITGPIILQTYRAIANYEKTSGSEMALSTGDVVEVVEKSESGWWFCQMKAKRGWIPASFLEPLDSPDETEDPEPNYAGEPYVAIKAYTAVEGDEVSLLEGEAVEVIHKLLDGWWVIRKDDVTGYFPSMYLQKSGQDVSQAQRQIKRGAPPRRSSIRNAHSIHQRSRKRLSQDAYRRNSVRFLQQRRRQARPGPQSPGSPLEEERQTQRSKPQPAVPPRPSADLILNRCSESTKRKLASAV
TbHK1 inh = T. brucei hexokinase 1 inhibition. inhibition, % at 10 µM. recombinant TbHK1, G6PDH-coupled NADH A340. actives 0.11% (n = 220,000). AID 1430;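 active means inhibition of 50% or more in the single-dose primary screen; inactive means inhibition below 50%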
14-3-3 Bad PPI = disrupts binding of bovine 14-3-3 zeta to phospho-Bad peptide | actives 0.71% (n = 220,000) | inhibition, % at 21.7 µM | P63103 | TR-FRET 14-3-3zeta/Dy647-pBad peptide displacement, 1 h;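 active means inhibition above about 70%, limit read from the data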;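 further: 0% = full 14-3-3 plus peptide FRET controls and 100% = background without 14-3-3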
zVAD death inh = blocks zVAD induced death of L929 cells | L929 zVAD necroptosis rescue, ATP luminescence, 24 h; with zVAD 60 µM | viability rescue, % at 10 µM | actives 0.38% (n = 220,000) | AID 1377;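 active means activation, scaled between plate controls, above about 75%, limit read from the data; inactive means activation under that limit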;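 further: 0% = zVAD with DMSO and 100% = DMSO alone without zVAD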
Runt-SMMHC FRET = Runt domain-CBFb-SMMHC interaction inhibition; Cerulean-Runt/Venus-CBFb-SMMHC FRET ratio 530/480, 1 h; inhibition, % at 20 µM; actives 0.74% (n = 220,000); AID 1434;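 active means mean inhibition across duplicate retests at 20 µM reaching about 50%, limit read from the data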;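 further: 0% = DMSO wells and 100% = wells with excess untagged CBFb-SMMHC; inhibitors lower the FRET ratio by blocking Runt binding to CBFb-SMMHC; some results filed as inactive read as strong as hits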
Target sequence (Q01196 whole entry, looked up, the tested form may be a part): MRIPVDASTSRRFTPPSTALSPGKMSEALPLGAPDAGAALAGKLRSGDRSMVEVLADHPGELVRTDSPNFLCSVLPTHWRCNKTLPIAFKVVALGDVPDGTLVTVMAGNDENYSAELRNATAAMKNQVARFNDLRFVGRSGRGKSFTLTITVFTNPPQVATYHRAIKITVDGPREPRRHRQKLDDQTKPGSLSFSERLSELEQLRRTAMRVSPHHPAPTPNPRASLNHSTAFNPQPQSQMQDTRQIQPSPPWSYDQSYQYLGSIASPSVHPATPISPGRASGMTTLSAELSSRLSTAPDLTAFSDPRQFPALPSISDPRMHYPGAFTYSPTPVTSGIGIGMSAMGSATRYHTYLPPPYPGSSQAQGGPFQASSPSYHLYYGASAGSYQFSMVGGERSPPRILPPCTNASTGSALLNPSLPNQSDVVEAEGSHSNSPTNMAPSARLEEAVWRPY
Target sequence (Q13951 whole entry, looked up, the tested form may be a part): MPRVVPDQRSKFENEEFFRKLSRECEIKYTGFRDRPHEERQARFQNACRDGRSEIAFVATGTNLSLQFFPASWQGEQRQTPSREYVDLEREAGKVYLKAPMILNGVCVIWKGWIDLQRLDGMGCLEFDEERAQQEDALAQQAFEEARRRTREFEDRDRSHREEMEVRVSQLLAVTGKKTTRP
Runt-CBFb FRET = Runt domain-CBFb interaction inhibition | Cerulean-Runt/Venus-CBFb FRET ratio 530/480, 1 h | actives 0.46% (n = 220,000) | AID 1496 | Q01196+Q13951 | inhibition, % at 20 µM;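 active means inhibition over about 50% at 20 µM in the single-dose screen, limit read from the data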;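 further: 0% = DMSO wells and 100% = excess unlabeled CBFb competitor control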
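Assay system: Cerulean-Runt domain fusion protein, energy donor; Signal: fluorescence energy transfer, 422 nm excitation, 530/480 nm emission; Timing: 1 h compound exposure, room temperature; Control set: unlabeled CBFb; Medium: Tris buffer pH 7.5 with salts and BSA; Compound: single test concentration of 20 µM, 1% DMSO final; Probe or stimulus: Venus-CBFb 100 nM.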
EBV gp42 inh = inhibitors of Epstein-Barr virus glycoprotein 42; AID 1085; actives 0.42% (n = 220,000); Fluorescence polarization binding assay, mP read-out; inhibition, % (tested at 21.74 µM); in the data active means inhibition above about 50%
MDM2 E3 inh = Mdm2 E3 ligase (human) inhibition. Q00987. cell-based MDM2 ubiquitination luciferase reporter, 2 h; 0 = plate control, 100 = twice control, blank-subtracted. signal enhancement, % at 5 µM. actives 0.11% (n = 210,000);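 active means signal enhancement of 30% or more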;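 further: luminescence tracks abundance of the self-degrading MDM2-luciferase fusion protein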
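Material: Stable MDM2–luciferase fusion reporter cells | Amount: 2000 cells seeded into each well | Dosing: One concentration, 5 µM, with 0.2% DMSO | Incubation: 4 h cell settling then 2 h compound exposure, 37 °C | Measured by: Luciferase luminescence | Read-out basis: % enhancement relative to plate controls after blank subtraction | Benchmarks: Control and blank well means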
Hck-Nef inh = inhibitors of human Hck kinase activated by Nef | Recombinant Hck-YEEI plus Nef, Z-Lyte FRET kinase assay | inhibition, % at 20 µM | actives 0.68% (n = 220,000) | AID 463187;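 active means Hck-Nef kinase inhibition above about 50%, limit read from the data; inactive means inhibition below that limit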;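 further: 0% = DMSO with Hck plus Nef and 100% = Hck alone without Nef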
* hit, by the source's call; · = no result given; & = joins results of further samples; [ ] = another dose, or the depositor's remark.

SMILES	NCF1 inh	TbHK1 inh	14-3-3 Bad PPI	zVAD death inh	Runt-SMMHC FRET	Runt-CBFb FRET	EBV gp42 inh	MDM2 E3 inh	Hck-Nef inh
CCCSc1nnc(CSc2ncccn2)n1C	-4	2	-12	3.7	-6	1	4	-9	16
Cc1ccc(NC(=O)/C=N/OCC(=O)NCc2ccccc2Cl)cc1	-8	-3	1	0.3	3	0	-20	-3	26
Cc1nc(Nc2cccc(O)c2)c2c3c(sc2n1)CCC3	-30	-7	-2	0.6	0	-2	-3	·	28
COc1cc(C2C3=C(CC(C)(C)CC3=O)Nc3c2c(=O)[nH]c(=O)n3Cc2ccccc2)ccc1O (stereo not given)	-11	-3	-3	·	115*	76*	-12	-12	4
COc1cc(/C=C2/C(=O)NN(c3cccc(F)c3)C2=O)ccc1OC(=O)c1ccco1	-8	1	-5	0.6	15	12	15	3	7
COc1ccc(C(=O)c2c(C(F)(F)F)oc3c2C(=O)c2ccccc2C3=O)cc1	-8	24	-14	12	-13	2	-23	·	-23
CN(Cc1cc(=O)n2ccsc2n1)C1CCCCC1	-5	-9	-2	-0.2	-2	1	-12	-46	-14
CCCCOc1ccc(N2C(=O)CC(N(CCc3ccccc3)C(=O)/C=C/C(=O)O)C2=O)cc1 (stereo not given)	-18	16	3[fluorescence artefact?]	0.9	-1	-5	-11	-6	3
COc1ccc(N(CC(=O)N2CC=C(c3ccccc3)CC2)S(=O)(=O)c2c(C)noc2C)cc1	-14	-4	3	0.1	2	-2	-8	-12	1
Cc1cc(Cl)cc2c1NC(=O)[C@]21[C@@H]2C(=O)N(Cc3ccccc3)C(=O)[C@@H]2[C@@H]2CCCN21	-25&-20	-5	-7&-4[fluorescence artefact?]	-0.2	-6	-3	-12&0	-9	2
O=C(CCCCCN1C(=O)c2ccccc2C1=O)NCc1ccco1	-8	-2	14	1.0	-4	-3	-28	-9	6
CCN1CCCC1CNC(=O)Cn1cccc1C(=O)c1ccccc1 (stereo not given)	-6	13	-3	-0.4	3	1	-27	-11	-1
CC1=CC(C)C2(CO)COC(c3cccnc3)C1C2C (stereo not given)	-12	25	-5	-0.1	-2	-3	3	-24	-1
CC(O)c1nc2ccccc2n1CCCCOc1ccccc1 (stereo not given)	-14	2	2	5.3	-3	-1	-20	-4	18
O=c1cc(-c2ccccc2)nc2nc[nH]n12	0	-8	21[fluorescence artefact?]	0.2	-1	1	-7	-7	-2
CCc1nnc(NC(=O)c2cc(OC)c(OC)cc2[N+](=O)[O-])s1	·	-19	7	-0.5	-4	1	-3	0	-3
Cc1cc(C)n2nc(SCC(=O)Nc3ccccc3)nc2n1	-5	0	0	-0.6	1	3	-11	-15	19
CCC(C)Oc1ccccc1C1CC(=O)NC2=C1C(=O)CCC2 (stereo not given)	-11	0	0	1.1	7	0	-8	-16	1
O=C(Cn1cnc2c(nnn2Cc2ccc(Cl)cc2)c1=O)N1CCN(c2ccccc2)CC1	-19	-8	2	-0.1	-8	-1	-13	-6	9
O=C(NCCC1=CCCCC1)C1CCCN(S(=O)(=O)c2cnc[nH]2)C1 (stereo not given)	-4	-4	7	0.4	-2	3	5	-5	3

An excerpt from above in order of their number in Hck-Nef inh, low to high.
Structure | NCF1 inh | TbHK1 inh | 14-3-3 Bad PPI | Runt-SMMHC FRET | Runt-CBFb FRET | EBV gp42 inh | Hck-Nef inh
CN(Cc1cc(=O)n2ccsc2n1)C1CCCCC1 | -5 | -9 | -2 | -2 | 1 | -12 | -14
O=c1cc(-c2ccccc2)nc2nc[nH]n12 | 0 | -8 | 21[fluorescence artefact?] | -1 | 1 | -7 | -2
CC1=CC(C)C2(CO)COC(c3cccnc3)C1C2C (stereo not given) | -12 | 25 | -5 | -2 | -3 | 3 | -1
Cc1cc(Cl)cc2c1NC(=O)[C@]21[C@@H]2C(=O)N(Cc3ccccc3)C(=O)[C@@H]2[C@@H]2CCCN21 | -25&-20 | -5 | -7&-4[fluorescence artefact?] | -6 | -3 | -12&0 | 2

(cont.)
SMILES	NCF1 inh	TbHK1 inh	14-3-3 Bad PPI	zVAD death inh	Runt-SMMHC FRET	Runt-CBFb FRET	EBV gp42 inh	MDM2 E3 inh	Hck-Nef inh
O=C(O)CC12CC3CC(C1)CC(n1ncc(NCc4ccc5c(c4)OCO5)c(Cl)c1=O)(C3)C2	-27	-8	-7	17	-2	·	20	-4	3
COC(=O)C(Cc1ccc(OC(=O)c2ccc(C(F)(F)F)cc2)cc1)N1Cc2ccccc2C1=O (stereo not given)	-11	-7	-4[fluorescence artefact?]	0.1	-6	-14	-10	-28	0
CCOC(=O)C1CCCN(CC(=O)Nc2c(C(=O)OC)[nH]c3ccc(C)cc23)C1 (stereo not given)	-3	-4	-6[fluorescence artefact?]	0.4	-1	-2	-16	10	1
COc1ccc(CNc2ccc(C)cc2)cc1Br	-10	1	-17	-0.3	9	-1	-2	5	0
O=C(CCN1CCCC1)c1cccs1	-8	-6	-5	1.3	-1	-2	-3	2	-4
N=c1c2c(ncn1CCCO)Oc1cc(O)ccc1C2c1ccccc1 (stereo not given)	-15	-7	-4	-0.7	0	5	-7	-8	0
O=C1/C(=C/Nc2cccc([N+](=O)[O-])c2)CCc2ccccc21	4	24	-10[fluorescence artefact?]	1.2	7	46	9	1	11
COc1cc(-c2noc(CCCC(=O)NCc3ccccc3)n2)cc(OC)c1OC	-68	-3	14	0.7	-7	0	-16	7	-1
CCOC(=O)CS(=O)(=O)c1nc(-c2ccccc2)cc(C(F)(F)F)n1	0	9	3	0.2	5	14	-18	19	-16
COc1cccc(NC(=S)N(CCN(C)C)C(C)c2cccnc2)c1 (stereo not given)	-7	9	7	-0.7	2	0	0	-18	-13
O=C(COC(=O)c1ccc(Br)cc1)NCc1ccccc1	-8	1	6	1.0	3	2	-11	-7	2
Cc1cc(C)nc(NC(=O)CSc2nn(-c3ccccc3)c(=S)s2)n1	-10	-14	1	0.2	-1	1	4	-7	-1
CCOc1ccc2c(c1)C(N(CCN1CCOCC1)C(=S)Nc1ccccc1OC)CC(C)(C)O2 (stereo not given)	-8	-6	-7	-1.7	1	-5	9	-1	6
Cc1ccc(SCC2(O)CCN(C(=O)c3ccc(Cl)cc3)CC2)cc1	-14	-1	0	-0.1	-3	-12	-19	-6	2
CC(/C=N/NC(=O)Cc1cc(=O)[nH][nH]1)=C\c1ccccc1	0	-1	3	-0.3	-6	2	-1	-5	-2
CCS(=O)(=O)N1CCN(CC2CC3C=CC2C3)CC1 (stereo not given)	-13	6	53	0.8	-3	2	-11	-2	-1
O=C(Nc1ccc([N+](=O)[O-])cc1)C1(c2ccccc2)CCOCC1	-4	-4	-1[fluorescence artefact?]	0.1	4	-1	-13	1	4
OC(CCCN1CCC(O)(c2ccc(Cl)cc2)CC1)c1ccc(F)cc1 (stereo not given)	-3	1	0	49	0	1	-7	·	-5
S=C(NCC1CCCO1)N1CCN(c2cccc(Cl)c2)CC1 (stereo not given)	-7	2	-1	1.7	0	-1	0	-14	17
Cc1cccc(-c2c3c(=O)n(C)c(=O)n(C)c3c3cccnn23)c1	-11	-14	-16[fluorescence artefact?]	1.0	-6	-2	10	-9	0
COc1ccc(-n2nc([N+](=O)[O-])c(=NCc3ccc4c(c3)OCO4)n2O)cc1	3	27	-1[fluorescence artefact?]	0.3	0	0	-12	-3	0
CCOc1ccc(C2C(C(=O)c3cccs3)=C(O)C(=O)N2Cc2cccnc2)cc1OC (stereo not given)	-4	-10	-6	1.6	0	0	-4	-17	-2
Cc1cccc(Nc2nc(-c3ccncc3)cs2)c1	-10	-8	-6	-2.0	-1	-3	-6	-22	12
CCOC(=O)N1CCN(S(=O)(=O)c2cc(Br)cc3c2N(C(=O)C2CC2)CC3)CC1	-17	-5	13	3.9	-1	-2	-9	-36	3
Cn1c(CCNC(=O)c2ccccc2)nc2cc(NC(=O)C3CCCCC3)ccc21	-6	-4	4	3.4	-2	2	-27	-19	-1
COc1ccc(NC(=O)[C@@H](NC(N)=O)C(C)C)cc1Cl	-4	-6	-9	-0.9	2	1	-12	-4	-2
O=S(=O)(NC1CC1)c1cccc(S(=O)(=O)N2CCCC2)c1	-12	-5	0	1.3	-4	0	-30	0	0
CCn1cc(C(=O)OCc2cccc(Br)c2)c(=O)c2ccc(C)nc21	-6	-5	13	0.1	-1	-4	-13	-6	-5
COc1ccc(S(=O)(=O)N2CCC(C(=O)Nc3ccccc3C)CC2)c2cccnc12	-8	-5	6[fluorescence artefact?]	-0.2	-69	2	-19	2	5
Cc1ccc(N(C(C)C(=O)Nc2cccc(N(C)S(C)(=O)=O)c2)S(C)(=O)=O)cc1 (stereo not given)	-1	3	-9	0.3	2	-2	0	-1	4
Cc1cc(SCC(=O)Nc2ccc(O)cc2)n2nc(C)c(-c3ccccc3)c2n1	6	-12	-2	1.3	1	-1	0	-7	8
COC(=O)c1ccc(C(=O)OC)c(NC(=O)COC(=O)c2ccc(OC)c(OC)c2OC)c1	4	-5	10[fluorescence artefact?]	0.6	-16	-2	-17	-12	3
Cc1cccc(C)c1N(CC(O)Cn1c2ccccc2c2ccccc21)S(C)(=O)=O (stereo not given)	-3	-14	·	-0.6	-1	-2	-2	-15	0
CN(C)S(=O)(=O)c1ccc(C(=O)Nc2nc(-c3ccccc3)c(C(=O)c3ccccc3)s2)cc1	-14	-5	-31	0.3	0	-2	-15	8	4
CN(C)c1nc(N(C)C)nc(N(C#N)CCOc2ccccc2)n1	-8	9	-7	-0.1	-1	-6	-6	3	4
O=[N+]([O-])c1ccc(Cl)c(CN2CCC(O)CC2)c1	3	37	13	-0.8	-10	0	9	-8	5
CCCn1c(NC(=O)c2ccco2)nc2ccccc21	10	-35	0[fluorescence artefact?]	26	-6	0	2	-6	0
O=C(CNC(=O)C1CCCCC1)OCc1cc(=O)oc2ccc3ccccc3c12	-11	-6	2	1.6	4	-2	-14	-11	0
Cn1nc(C(=O)NCC2CCCO2)c2ccccc2c1=O (stereo not given)	-3	0	6[fluorescence artefact?]	0.6	1	0	-6	11	0
CCOC(=O)C1=C(CC)Nc2ccccc2N=C1N	-1	-4	-3	2.3	-2	1	-17	-16	17
COc1ccc(C(=O)NCc2nnc(SCC(=O)Nc3nc4ccc(C)cc4s3)o2)cc1OC	-12	33	-4	-0.1	17	50	-14	-1	4
CC(=NCc1ccco1)c1c(O)n(C2CCCCC2)c(=O)[nH]c1=O	-25	-16	-8	1.7	-2	13	-6	-7	2
CC(C)(C)C1CCC(OC(=O)c2ccncc2)CC1 (stereo not given)	-5	1	9	0.3	3	-2	-17	-16	2
O=c1[nH]c2ccccc2nc1C(Cl)c1ccccc1 (stereo not given)	-10	-20	35	0.4	-6	0	0	-7	-6
O=C(N/N=C/C=C/c1ccccc1)c1n[nH]c2c1CCC2	3	-23	-1	-1.2	-9	-3	-12	-17	12
O=C(CCl)Nc1ccccc1Sc1ccc(Cl)cc1	-5	-8	-8	0.1	-7	-2	-19	-18	13
Cc1cc2c(C)nc(N/N=C/c3ccccc3)nc2o1	5	-45	-6	-0.3	4	-2	5	-79	1
CCOC(=O)CCCSc1nnc(CCCCCN2C(=O)c3cccc4cccc(c34)C2=O)o1	4	-10	0	-0.4	-8	-13	-10	2	3

An excerpt from above, limited to 14-3-3 Bad PPI and NCF1 inh.
molecule	14-3-3 Bad PPI	NCF1 inh
Cn1nc(C(=O)NCC2CCCO2)c2ccccc2c1=O (stereo not given)	6[fluorescence artefact?]	-3
CCOC(=O)C1=C(CC)Nc2ccccc2N=C1N	-3	-1

From PubChem BioAssay
